EWS-Fli inh = inhibitors of EWS/Fli oncoprotein transcriptional activity | AID 651661 | A673 NR0B1-luciferase reporter, viability-normalised | hit rate 0.67% among 350,000 | inhibition, % at 12.6 µM;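 active means mean inhibition of at least 50% after viability correction, with every replicate also passing that limit; inconclusive means mean reaches 50% but only one of two replicates passes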;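 further: firefly luciferase signal divided by Alamar Blue viability fluorescence both relative to DMSO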
SIRT5 inh = sirtuin-5 (human) deacylase inhibition | Q9NXA8 | hit rate 1.1% among 330,000 | Purified SirT5, succinyl-peptide AMC, trypsin-coupled fluorescence | inhibition, % at 15 µM; in the data active means inhibition above about 15%; inconclusive means no clear call, values can overlap the other calls
Target sequence (Q9NXA8 whole entry, looked up): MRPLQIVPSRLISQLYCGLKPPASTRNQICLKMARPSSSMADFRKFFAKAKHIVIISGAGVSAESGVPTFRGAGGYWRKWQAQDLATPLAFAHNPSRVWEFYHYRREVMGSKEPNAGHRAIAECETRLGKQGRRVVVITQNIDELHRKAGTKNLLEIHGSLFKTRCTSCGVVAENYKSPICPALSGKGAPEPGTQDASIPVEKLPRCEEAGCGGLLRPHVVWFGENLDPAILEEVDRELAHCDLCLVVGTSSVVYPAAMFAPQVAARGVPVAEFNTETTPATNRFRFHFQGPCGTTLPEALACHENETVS
PAX8 reporter = PAX8 transcriptional activity inhibition; hit rate 1.2% among 360,000; inhibition, % at 12.6 µM; RMG-I TPO-luciferase reporter, SteadyGlo, 24 h;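 active means mean replicate inhibition at least 60% with every replicate also reaching 60%; inconclusive means only one of the two criteria is met; inactive means mean below 60% and not all replicates reaching 60%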;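 further: luciferase light reporting Pax8 driven TPO promoter activity; plate controls were median of neutral control wells for no effect and mitoxantrone controls for full effect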
LGR2 inh = blocks bursicon-induced cAMP signaling via Drosophila LGR2; hit rate 0.35% among 380,000; inhibition, % at 9.99 µM; HEK293 LGR2, CRE-luciferase, bursicon-stimulated, 4 h;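 active means drop in luminescence signal, shown as inhibition above about 50% in the replicate tests, limit read from the data, passing the limit was not always enough; inconclusive means probably only some replicates passing the limit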;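 further: agonist challenge used bursicon conditioned medium at about half maximal strength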
ARNT TACC3 PPI = disruptors of human ARNT/TACC3 interaction | Q9Y6A5 | AlphaScreen His-ARNT PAS-B/GST-TACC3 binding, luminescence; TACC3 fragment carries E629A point mutation | inhibition, % at 9.99 µM | hit rate 0.66% among 390,000;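 active means mean inhibition of replicates at least 50% and at least half of replicates each reaching 50%; inconclusive means half or more replicates reach 50% but mean below 50%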;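 further: 0% = complete ARNT plus TACC3 wells and 100% = ARNT alone without TACC3; many hits fall short of the cut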
Casp6 inh = blocks human caspase-6 cleavage activity; P55212; purified caspase-6, Z-VEID-R110 cleavage fluorescence; inhibition, % at 12.5 µM; hit rate 0.53% among 350,000; AID 686996;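 active means mean inhibition across replicates at least about 35%, with every replicate also reaching that limit, limit read from the data; inconclusive means only one of the two criteria met; inactive means neither criterion met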;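 further: 0% = median of neutral control wells and 100% = no fluorescence left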
Target sequence (P55212 24-179 limits assumed): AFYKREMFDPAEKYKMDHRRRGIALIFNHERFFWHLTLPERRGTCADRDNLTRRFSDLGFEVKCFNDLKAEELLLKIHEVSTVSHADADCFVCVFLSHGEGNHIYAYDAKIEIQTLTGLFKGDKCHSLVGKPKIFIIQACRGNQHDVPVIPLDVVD
Target sequence (P55212 194-293 limits assumed): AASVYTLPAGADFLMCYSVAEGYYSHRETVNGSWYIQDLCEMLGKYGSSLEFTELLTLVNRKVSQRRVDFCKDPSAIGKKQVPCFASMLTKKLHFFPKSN
DENV2 CPE = protects cells from dengue virus 2 cytopathic effect; DENV2-infected cells, cytopathic effect rescue, plate reader; CPE inhibition, % at 9.99 µM; hit rate 1.7% among 350,000; in the data active means CPE inhibition above about 20%, passing the limit was not always enough; inconclusive means no clear call, values can overlap the other calls; tested in BHK-21 cells;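 further: 0% = median of neutral control wells and 100% = median of positive control wells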
* = called active by the depositor; ? = inconclusive; · = not tested or not shown; & = joins results of further samples; ! = not confirmed by another sample.

SMILES	EWS-Fli inh	SIRT5 inh	PAX8 reporter	LGR2 inh	ARNT TACC3 PPI	Casp6 inh	DENV2 CPE
CO[C@H]1CN(C)C(=O)c2ccc(NS(=O)(=O)CC(F)(F)F)cc2OC[C@H](C)N(Cc2ccccn2)C[C@@H]1C	-5	1	14	-6	9	-2	-12
O=C(C[n+]1cc(Br)cc(Br)c1)c1ccccc1	22	0	18	11	·	3	13
CN1CCN(C(=O)C[C@@H]2CC[C@H]3[C@@H](COC[C@@H](O)CN3C(=O)c3ccc(F)cc3)O2)CC1	-1	-1	4	13	13	1	4
Cc1ccc(/C=N/NC(=O)CCn2nc(C)cc2C)c(C)c1	21	1	13	-15	-9	0	1
CCCC#Cc1ccc2c(c1)O[C@@H](CN(C)C(=O)COC)[C@H](C)CN([C@H](C)CO)S2(=O)=O	3	0	·	-32	-2	2	?
C[C@H](CO)N1C[C@H](C)[C@@H](CN(C)S(=O)(=O)c2ccc(Cl)cc2)Oc2c(NC(=O)NC3CCCCC3)cccc2C1=O	9	-2	0	8	0	2	21*
CN(CC(=O)Nc1cccc(F)c1)C(=O)CNC(=O)Cc1cccc2ccccc12	0	-1	16	-4	-7	3	20
Cn1c(N)c(C(=O)COc2ccc(C#N)cc2)c(=O)n(C)c1=O	-4	-3	-7	10	7	1	-5
COc1ccccc1CCn1cnc(Cc2ccccc2)c1C(C)C	19	·	18	-1	·	-1	-7
CC(=O)N1CC2(C1)[C@H](c1ccc(-c3ccc(F)cc3)cc1)[C@@H](CO)N2C(C)=O	4	1	4	13	·	0	-6
CN1C(=O)c2cc(NC(=O)c3cccc(C(F)(F)F)c3)ccc2OC[C@@H]2O[C@@H](CC(=O)NCCN3CCCC3)CC[C@@H]21	-5	-4	13	8	-1	-2	0
CCc1ccc(Nc2ccc(C(N)=O)cc2[N+](=O)[O-])cc1	3	1	14	10	-21	-3	12
Cc1ccc(Nc2ncnc(Cl)c2N)cc1	1	·	-25	-38	4	4	4
CCCC(=O)Nc1ccc2c(c1)OC[C@H](C)N(C(=O)c1cccnc1)C[C@H](C)[C@@H](OC)CN(C)C2=O	1	-2	2	15	-5	2	4
NC(=O)C[C@H]1NC(=O)[C@H](CCC(=O)O)NC(=O)c2cc([N+](=O)[O-])cc(I)c2NCCC[C@@H](C(N)=O)NC1=O	-6	·	-2	9	0	·	·
CC(=O)N1[C@@H](CO)[C@H](c2ccccc2)[C@@H]1CN(C(=O)c1ccccc1)C(C)C	-4	6	6	13	-3	-2	4
CCCn1c(NC(=S)Nc2ccccc2)nc2ccccc21	·	·	0	1	21	·	·
CCCC(=O)Nc1ccc2c(c1)OC[C@@H](C)N(C(=O)C1CCCC1)C[C@@H](C)[C@@H](OC)CN(C)C2=O	3	3	·	-16	-5	2	0
Cc1cccc(OC(C)C(=O)Nc2cc(Cl)ccc2-n2cncn2)c1 (centres undefined)	5	1	22	-2	1	0	3
COCCNC(=O)C[C@@H]1CC[C@H]2[C@H](COc3ccc(NC(C)=O)cc3C(=O)N2C)O1	-3	·	-5	-15	-1	·	4
Cc1ccc(S(=O)(=O)N(C)C[C@H]2Oc3ccc(NC(=O)C4CC4)cc3C(=O)N([C@@H](C)CO)C[C@@H]2C)cc1	6	-5	5	0	-8	-1	1
C[C@H]1CN([C@@H](C)CO)C(=O)c2cccc(NC(=O)Nc3ccc4c(c3)OCO4)c2O[C@@H]1CN(C)C(=O)Nc1ccc(F)cc1	-4	·	-5	-5	0	·	-16
O=C(Nc1ccccc1)c1nc[nH]c1C(=O)NCCCCCCNC(=O)c1[nH]cnc1C(=O)Nc1ccccc1	20	·	-5	·	-1	-2	15
CC1(C)CC(C(=O)Nc2ccccc2)C(=O)O1 (centres undefined)	1	-2	1	8	10	1	7
C[C@@H]1CN([C@@H](C)CO)C(=O)c2cc(C#Cc3ccccc3F)cnc2O[C@@H]1CN(C)C(=O)Cc1ccncc1	1	1	-3	·	-6	2	-3
The list goes on:
SMILES	EWS-Fli inh	SIRT5 inh	PAX8 reporter	LGR2 inh	ARNT TACC3 PPI	Casp6 inh	DENV2 CPE
COc1cccc(C(=O)NCC(=O)N/N=C/c2cccnc2)c1	·	-3	9	12	-1	-3	4
COc1ccc(N(C(=O)CCl)C(C(=O)NCCc2ccccc2)c2cccs2)cc1Cl (centres undefined)	68*	0	104*	22	-9	1	-30
N#C[C@H]1[C@H](c2ccc(-c3cccnc3)cc2)[C@H](CO)N1C(=O)C1CCC1	-4	1	-4	-13	17	3	-14
CC(C)NC(=O)Nc1ccc2c(c1)C(=O)N([C@H](C)CO)C[C@@H](C)[C@H](CN(C)S(=O)(=O)c1ccc(Cl)cc1)OCCCC[C@H](C)O2	3	4	50	5	-1	1	10
C/C=C/c1ccccc1[C@@H]1[C@@H](CO)N(C(=O)NC2CCCCC2)[C@H]1C#N	13	5	·	-14	·	-3	4
Cc1ccccc1C(=O)NCC(=O)NNC(=O)c1cccc(Cl)c1	-4	-1	7	-14	2	0	-1
CCOC(=O)C1CCCN(C(=O)c2cc(F)cc(F)c2)CC1 (centres undefined)	-8	·	3	-15	·	0	-3
Cc1ccc(C23CC4CC(CC(CN)(C4)C2)C3)cc1	-26	-7	20	1	-2	-2	·
Cc1nn(C)cc1NC(=O)C[C@@H]1CC[C@H]2[C@@H](COc3ccc(NC(=O)Nc4cccc(Cl)c4)cc3C(=O)N2C)O1	-10	1	-4	-5	1	0	-4
O=C(NCC(c1ccco1)N1CCCC1)c1sc2cc(F)ccc2c1Cl (centres undefined)	-13	·	-3	-20	6	0	-4
O=C(NNc1nc2ccccc2s1)Nc1ccc(F)cc1	-83	-10	-82	-82	0	2	-4
O=C(CN1CCCCCC1)Nc1cccc(NC(=O)CN2CCCCCC2)c1	21	6	30	5	-1	-32	15
O=C(Nc1scc(-c2ccccc2)c1C(=O)O)c1ccccc1Cl	-14	0	6	-5	7	2	1
O=C(NCC1CC1)Nc1cccs1	-4	1	-15	-5	-6	2	2
COc1ccccc1OCC(=O)N1CCNC1=O	-5	7	-25	0	-1	1	-2
CC(C)NC(=O)c1cc2nc(-c3ccco3)cc(C(F)(F)F)n2n1	2	2	·	-1	-7	1	4
C[C@@H]1CCCCO[C@H](CN(C)C(=O)Nc2cccc3ccccc23)[C@@H](C)CN([C@H](C)CO)C(=O)c2cc(NC(=O)Nc3ccc(C(F)(F)F)cc3)ccc2O1	4	-3	2	37	6	-3	1
O=C(COC(=O)c1cncc(Br)c1)NCc1ccccc1Cl	-2	·	14	-33	·	2	6
CC1CCN(c2nc3c(c(=O)n(C)c(=O)n3C)n2CCSc2ncccn2)CC1	-9	-4	-15	2	-5	-1	-9
O=C(C[C@H]1CC[C@@H]2[C@H](COC[C@H](O)CN2Cc2ccc(Oc3ccccc3)cc2)O1)N1CCN(c2ccccc2)CC1	21	7	51	5	4	1	0
O=C(Nc1ccccc1)N1CCN(CCc2ccccc2)CC1	-1	-1	12	0	-10	3	·
C[C@@H]1CCCCO[C@H](CN(C)S(=O)(=O)c2ccc(Cl)cc2)[C@H](C)CN([C@@H](C)CO)C(=O)c2cc(NS(=O)(=O)c3cccs3)ccc2O1	-2	14	35	11	-3	0	64*
CO[C@H]1CN(C)C(=O)c2cc(NC(=O)C3CCC3)ccc2OC[C@@H](C)N(CC2CCCCC2)C[C@@H]1C	17	-1	34	20	-4	0	-9
C[C@@H]1CN([C@H](C)CO)C(=O)c2cccc(NC(=O)C3CCCCC3)c2O[C@@H]1CN(C)C(=O)Nc1ccccc1	4	0	-9	0	0	0	1
Cc1c(OCC(=O)NCCCN2CCCC2=O)ccc2c3c(c(=O)oc12)CCCC3	·	-12	-3	5	4	-5	-2

Rewritten bar-delimited: two of the compounds above.
molecule | EWS-Fli inh | SIRT5 inh | PAX8 reporter | LGR2 inh | ARNT TACC3 PPI | Casp6 inh | DENV2 CPE
C[C@@H]1CCCCO[C@H](CN(C)C(=O)Nc2cccc3ccccc23)[C@@H](C)CN([C@H](C)CO)C(=O)c2cc(NC(=O)Nc3ccc(C(F)(F)F)cc3)ccc2O1 | 4 | -3 | 2 | 37 | 6 | -3 | 1
O=C(NCC1CC1)Nc1cccs1 | -4 | 1 | -15 | -5 | -6 | 2 | 2

(continued)
SMILES	EWS-Fli inh	SIRT5 inh	PAX8 reporter	LGR2 inh	ARNT TACC3 PPI	Casp6 inh	DENV2 CPE
O=C(C[C@H]1CC[C@H]2[C@@H](COC[C@@H](O)CN2S(=O)(=O)c2ccc(Cl)cc2)O1)N[C@@H]1CCN(Cc2ccccc2)C1	5	-8	3	-2	6	0	-16
COC(=O)[C@]12C[C@H](CC(=O)N3CCN(C(=O)C4CC4)CC3)C(=O)N(CCC3=CCCCC3)C1=C[C@H](C(C)(C)C)O[C@@H]2C	9	·	16	12	·	1	4
CC(=O)c1cccc(NC(=O)c2ccoc2C)c1	-12	-4	-23	-51	5	-1	3
COc1ccc(S(=O)(=O)N[C@H]2C=C[C@@H](CC(=O)NCCc3ccncc3)O[C@H]2CO)cc1	·	29*	·	4	9	-8	3
C[C@@H]1CN([C@H](C)CO)S(=O)(=O)c2ccc(C#Cc3cccnc3)cc2O[C@H]1CN(C)C(=O)CN(C)C	10	3	·	3	-3	-1	5
CN(C)CC(=O)Nc1ccc2c(c1)[C@@H]1C[C@@H](CC(=O)NCc3ccccc3F)O[C@H](CO)[C@@H]1O2	-1	·	15	10	-3	·	8
CN(C)CCCNC(=O)C[C@@H]1C=C[C@H](NC(=O)c2ccccc2F)[C@H](CO)O1	5	1	-10	1	2	-5	-4
Cn1c(=O)c(=O)n(C)c2cc(S(=O)(=O)N3CCC(N4CCCCC4)CC3)ccc21	·	2	2	-17	0	-8	·
C[C@@H]1CN([C@H](C)CO)C(=O)c2cc(C#CC3(O)CCCC3)cnc2O[C@H]1CN(C)S(=O)(=O)c1ccc(F)cc1	3	1	-7	9	-7	-1	-3
CN1C(=O)c2cc(NC(=O)c3cccc(F)c3)ccc2OC[C@@H]2O[C@H](CC(=O)NC3CCC3)CC[C@H]21	6&11	·	16&6	1&-10	-4&2	·	-5&-1
CCOC(=O)C1(CCOc2ccccc2)CCN(Cc2ccc3nonc3c2)CC1	12	0	11	7	10	-5	-1
Cc1noc(C)c1NC(=O)Nc1ccc2c(c1)C(=O)N([C@H](C)CO)C[C@H](C)[C@@H](CN(C)S(=O)(=O)c1cn(C)cn1)O2	-7&-2	-1&-3	3	-1&12	2&-4	-1&0	22*!
CCOC(=O)N1CCN(C(=O)C2CCN(C(=O)Nc3ccccc3)CC2)CC1	3	-5	-12	-6	·	1	-7
O=C(CNc1ccc(Br)cc1)Nc1ccc(S(=O)(=O)N2CCCC2)cc1	21	-2	10	14	-2	3	-3
C[C@@H]1CN([C@H](C)CO)C(=O)Cc2cc(NC(=O)CCCN(C)C)ccc2O[C@H]1CN(C)S(=O)(=O)c1ccccc1	-6	-4	-12	-4	0	-2	0
C[C@H](CO)N1C[C@H](C)[C@H](CN(C)C(=O)C2CCCCC2)Oc2ncc(-c3cccc(C#N)c3)cc2C1=O	-16	-5	5	5	-5	3	6
CCCS(=O)(=O)NC(=O)C1(C)CCN(C(=O)c2cccnc2Oc2ccccc2)C1 (centres undefined)	-6	-2	·	-2	·	2	4
Cc1ccc(S(=O)(=O)N2CCCCC2)cc1NC(=O)c1ccco1	12	1	1	2	·	4	-14
CC(C)C1Oc2ccccc2N(CC(=O)NC2CCCCC2)C1=O (centres undefined)	-7	0	-12	10	-3	4	10
CC(NC(=O)c1cnccn1)c1ccc(S(N)(=O)=O)cc1 (centres undefined)	5	-1	-4	1	-8	3	3
CCOC(=O)c1sc(NC(=S)NC(=O)C23CC4CC(CC(C4)C2)C3)cc1C	-94	-5	-5	-3	1	1	1
CCCN1[C@@H]2c3ccc(C4=CCCCC4)c(=O)n3C[C@@H]2[C@@H](CO)[C@@H]1C(=O)NCCCN(C)C	5	-8	-30	5	1	4	3
COc1cccc(CC(=O)NCC2COc3ccccc3O2)c1OC (centres undefined)	5	-6	·	5&-3	0	0&-6	1

Compound activity (PubChem BioAssay)
